Bioassay records: PubChem BioAssay, National Center for Advancing Translational Sciences (NCATS)
TGFb SMAD3 inh: qHTS for Inhibitors of TGF-b. HepG2 CAGA-GFP TGF-b/SMAD3 reporter, GFP fluorescence, 18 h; TGF-beta stimulated, 500 pg/mL final. Potency, µM (top dose mostly 46.1 µM), without a hit: at the top dose activity, negative = inhibition, most hits filed as inhibitors. 410,000 tested, 1.2% active. AID 588855, 2011; further: on the % scale 0 is the no-effect control and ±100 the full control effect; nearly all actives have a fitted effect of over 65% in size
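HEPG2 CAGA-GFP, 1000 cells/well; 2 h settle, 37 C; cpd via pin tool; TGF-b 500 pg/mL final; 18 h, 37 C; GFP imaging ex488/em500-530; %Activity normalised to -TGF-b and +DMSO controls; CRC fit, curve class.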
ATXN2 expr inh: Primary qHTS for Inhibitors of ATXN expression. Potency, µM (series often up to 57 µM), for inactives: at the top dose activity change, negative = inhibition, most hits filed as inhibitors. AID 1745845, 2022. HEK-293 ATXN2-luciferase reporter, luminescence, 24 h. 360,000 tested, 0.72% active; further: on the % scale 0 is the no-effect control and ±100 the full control effect; nearly all actives have a fitted effect of over 55% in size
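qHTS (up to 57 uM final) was run with 24 h compound exposure of reporter cells at 37 °C. Each well was multiplexed: SteadyGlo luminescence measured ATXN2-luciferase expression after a fluorogenic Gly-Phe-AFC viability readout (25 uM final).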
A549 viability: Nrf2 qHTS screen for inhibitors: counterscreen for cytotoxicity | A549 ARE-Fluc cells, CellTiter-Fluor viability, 18-24 h | Potency, µM (highest dose often 46 µM), without a hit: top-dose activity change, negative = cytotoxicity, usual class: inhibitors | 390,000 tested, 0.16% active; further: on the % scale 0 is the no-effect control and ±100 the full control effect
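A549 ARE-Fluc cells in 5% FBS OPTI-MEM, 5000 cells/well, rested 2 h then exposed to compounds in concentration-response for 18-24 h at 37 °C. Viability by CellTiter-Fluor fluorescence (Ex 405/Em 525) after 30 min; luciferase luminescence (BugLite, 15 min, RT) read afterwards.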
Nrf2 block: Nrf2 qHTS screen for inhibitors. A549 ARE-Fluc reporter, luciferase luminescence, 18-24 h. AID 504444, 2011. Potency, µM (top dose mostly 46 µM), for the others: at the top dose activity change, negative = inhibition, usual class: inhibitors. 360,000 tested, 2.1% active; further: on the % scale 0 is the no-effect control and ±100 the full control effect; nearly all actives have a fitted effect of over 60% in size
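Quantitative HTS in A549 cells stably bearing an antioxidant response element-firefly luciferase construct. Inhibition of Nrf2-driven transcription was scored by luminescence after 18-24 h of compound exposure at 37 °C.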
MCF10A rereplic: A quantitative high throughput screen for small molecules that induce DNA re-replication in MCF 10a normal breast cells; MCF 10A DNA re-replication, Hoechst nuclear intensity, 48 h; Potency, µM (series often up to 46.1 µM), for the others: top-dose activity, positive = re-replication, actives largely listed as activators; 350,000 tested, 2.9% active; further: % of control where 0% means no effect; nearly all actives have a fitted effect of over 50% in size
ATXN viability: Viability Counterscreen for Primary qHTS for Inhibitors of ATXN expression. AID 651635, 2014. 400,000 tested, 0.49% active. S2 cells (HEK-293 line with an ATXN2-luciferase reporter) viability, CellTiter-Fluor protease fluorescence, 24 h. Potency, µM (titrated, usually from 56.7 µM), hits mostly cytotoxic; further: nearly all actives have a fitted effect of over 40% in size
Nrf2 ARE act: qHTS of Nrf2 Activators | AREc32 ARE-luciferase reporter (MCF7-derived line), luminescence, 24 h | Potency, µM (titrated, usually from 46.1 µM), for the others: at the top dose activation, usual class: activators | 410,000 tested, 0.31% active | AID 624171, 2012; further: % of control where 0% means no effect; nearly all actives have a fitted effect of over 65% in size
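Steps: seed AREc32_Fluc cells (1000/well, 5% FBS OPTI-MEM); incubate overnight at 37 deg C; add 23 nL compound; incubate 24 hr; add Steady-Glo; hold 30 min RT; read luminescence.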
HepG2 viability: qHTS for Inhibitors of TGF-b: Cytotox Counterscreen; AID 588856, 2011; 410,000 tested, 0.76% active; Potency, µM (series often up to 46.1 µM), for inactives: at the highest dose activity change, negative = cytotoxicity, hits mostly cytotoxic; HepG2 CAGA-GFP viability, ATP luminescence, 18 h; further: some results filed as inactive show a strong effect at the top dose
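HepG2 CAGA-GFP cells (1000/well, DMEM with 1% FBS) received compound, then TGF-beta at 500 pg/mL final, and were incubated 18 hours at 37 degrees C. Viability was read by CellTiter-Glo luminescence. Media-only wells were set as complete cell-killing and DMSO as no toxicity.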
EPAC2 antagonist: qHTS for Antagonist of cAMP-regulated guanine nucleotide exchange factor 2 (EPAC2): primary screen | EPAC2 GEF exchange of Rap1B-BODIPY-GDP, fluorescence | Rap guanine nucleotide exchange factor 4 (Homo sapiens), Q8WZA2 | AID 720708, 2013 | Potency, µM (doses to about 114 µM), without a hit: at the top dose activity, negative = inhibition, usual class: inhibitors | 360,000 tested, 0.18% active; further: on the % scale 0 is the no-effect control and ±100 the full control effect; nearly all actives have a fitted effect of over 45% in size; many of its hits are not listed in these tables
Target sequence (Q8WZA2 whole entry, looked up): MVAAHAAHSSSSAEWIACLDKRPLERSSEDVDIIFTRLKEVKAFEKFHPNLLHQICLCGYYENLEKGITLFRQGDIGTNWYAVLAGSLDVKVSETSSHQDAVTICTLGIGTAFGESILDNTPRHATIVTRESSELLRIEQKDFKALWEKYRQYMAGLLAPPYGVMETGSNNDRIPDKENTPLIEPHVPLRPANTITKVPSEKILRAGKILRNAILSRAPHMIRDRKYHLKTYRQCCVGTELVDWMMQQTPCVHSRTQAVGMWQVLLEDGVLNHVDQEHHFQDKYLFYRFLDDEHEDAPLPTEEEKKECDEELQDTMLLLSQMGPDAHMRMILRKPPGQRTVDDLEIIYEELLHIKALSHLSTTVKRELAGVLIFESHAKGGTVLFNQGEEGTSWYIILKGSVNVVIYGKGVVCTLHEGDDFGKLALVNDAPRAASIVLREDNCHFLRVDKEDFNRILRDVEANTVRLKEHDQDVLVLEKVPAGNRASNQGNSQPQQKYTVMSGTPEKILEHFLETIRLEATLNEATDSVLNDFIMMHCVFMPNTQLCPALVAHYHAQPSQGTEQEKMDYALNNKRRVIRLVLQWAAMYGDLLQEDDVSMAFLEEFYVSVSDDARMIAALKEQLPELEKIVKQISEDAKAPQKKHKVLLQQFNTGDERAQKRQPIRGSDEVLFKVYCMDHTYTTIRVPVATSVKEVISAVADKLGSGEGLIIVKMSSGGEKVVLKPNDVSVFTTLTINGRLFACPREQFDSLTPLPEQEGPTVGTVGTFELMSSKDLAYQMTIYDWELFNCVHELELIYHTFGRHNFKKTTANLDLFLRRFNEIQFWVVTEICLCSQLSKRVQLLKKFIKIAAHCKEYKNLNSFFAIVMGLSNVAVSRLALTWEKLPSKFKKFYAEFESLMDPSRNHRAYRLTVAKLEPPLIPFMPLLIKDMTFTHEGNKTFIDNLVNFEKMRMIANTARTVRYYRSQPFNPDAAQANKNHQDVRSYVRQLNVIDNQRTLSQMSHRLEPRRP
* = called active by the depositor; i = inactive; ? = inconclusive; . = not tested or not shown; & = joins results of further samples; [ ] = remark or other dose. The call rests on the fitted dose curve; in most records, active means well fitted curve in the direction sought with a large enough effect; inconclusive means small, poorly fitted or top-dose-only effect, or another doubt; inactive means no such curve, though single readings can be large; an effect the other way counts as inactive or inconclusive. Potency means the concentration at half of the fitted maximal effect.

No.	SMILES	TGFb SMAD3 inh	A549 viability	Nrf2 block	EPAC2 antagonist	MCF10A rereplic	ATXN2 expr inh	Nrf2 ARE act	ATXN viability	HepG2 viability
1	CC(CC(=O)NCC1CCCO1)c1ccccc1 (configuration not stated)	0%	1%	-2%	6%	4%	-4%	-0.2%	i	6%
2	COc1ccc(NC(=O)Nc2ncn(Cc3cccc(C(F)(F)F)c3)n2)cc1OC	-13%	-13%	?	6%	0%	.	0.7%	.	-21%
3	CN1CCN(C2CCN(Cc3ccc(O)c4ncccc34)CC2)CC1	-7%	0%	-11%	13%	8%	-23%	2.5%	i	-40%
4	CNC(=O)c1ccsc1NC(=O)C1CCN(S(=O)(=O)c2cccs2)CC1	-5%	4%	-14%	-12%	0%	-38%	0.2%	i	-19%
5	CN1CCN(C2CN(Cc3cn(Cc4cccc(C(F)(F)F)c4)nn3)S(=O)(=O)C2)CC1 (configuration not stated)	.	.	.	8%	.	2%	0.4%	i	.
6	COc1ccc(CCNC(=O)C2CC(=O)N(c3ccc(C)cc3)C2)cc1OC (configuration not stated)	2%	1%	-29%	5%	-7%	3%	-0.1%	i	0%
7	CCOC(=O)C(C)Oc1ncnc2cccc(F)c12 (configuration not stated)	-19%	6%	-3%	3%	9%	-25%[11.3 µM]	-0.4%	i	2%
8	CN(Cc1ccncc1)C(=O)[C@@H]1CCCN1C(=O)[C@@H]1CCCN1	.	.	.	15%	.	7%	-0.3%	i	.
9	Cc1ccc(CNC(=O)Nc2ccc(Cl)cc2)cc1	-1%	1%	?	0%	-3%	5%	0.0%	i	0%
10	CCCC(C(=O)NCc1ccco1)N(CC1CCCO1)C(=O)CNS(=O)(=O)c1ccc(F)cc1 (configuration not stated)	-14%	0%	-10%	6%	2%	-8%	0.0%	i	-16%
11	Cc1ccccc1COC(=O)CNC(=O)c1sc2ccccc2c1Cl	-8%	-4%	0%	-7%	5%	3%	-0.3%	?	1%
12	COc1ccc(CN(Cc2cccnc2)C(=S)NCCc2ccccc2)cc1OC	-19%	-8%	1%	12%	2%	.	-0.1%	.	2%
13	CCCNC(=S)N1CCN(CC)CC1	?	2%	15%	-1%	-1%	-4%	0.4%	i	-6%
14	Cc1ccc(S(=O)(=O)N2C[C@H]3C(=O)C[C@@H](c4ccccc4)N(S(=O)(=O)c4ccc(C)cc4)[C@H]3C[C@H]2c2ccccc2Cl)cc1	-20%	.	.	2%	.	1%	-0.1%	i	-14%
15	COc1ccc(C(C(=O)NC(C)(C)C)N(Cc2ccc(F)cc2)C(=O)CCC(=O)Nc2cc(C)on2)cc1 (configuration not stated)	?	-2%	-13%	4%	7%	-11%	-0.4%	i	-14%
16	O=C(Cn1nnc(-c2ccc(F)cc2)n1)Nc1cccc(S(=O)(=O)N2CCCC2)c1	?	?	?	-16%	6%	-16%	-0.1%	i	-1%
17	CC1(C)CC(=O)c2sc(NS(=O)(=O)c3ccc(F)cc3)nc2C1	8%	-3%	-3%	-8%	-5%	-23%	0.3%	i	3%
18	O=C(NCc1ccc(Cl)cc1)c1cc2ccc3cccnc3c2[nH]1	-4%	6%	?	.	.	.	4.9%	.	-17%
19	CCCCC(=O)NNC(=S)NC(=O)C(c1ccccc1)c1ccccc1	5%	-23%	?	0%	19%	-15%[11.3 µM]	0.0%	?	-20%
20	CCCCCCCCCn1cc(C(C)=O)c(=O)[nH]c1=O	?	-3%	-28%	-10%	13%	7%	0.6%	i	4%

Going on with the list.
No.	SMILES	TGFb SMAD3 inh	A549 viability	Nrf2 block	EPAC2 antagonist	MCF10A rereplic	ATXN2 expr inh	Nrf2 ARE act	ATXN viability	HepG2 viability
21	CC1CCN(S(=O)(=O)c2ccc(NC(=O)CN3CCCC(C)C3)cc2)CC1 (configuration not stated)	?	-3%	?	-5%	29%	-9%	-0.4%	?	-25%
22	Cc1ccc(N2C(=O)c3ccccc3C2Nc2cccnc2)nc1 (configuration not stated)	6%	-11%	8%	3%	14%	7%	-0.5%	i	-8%
23	Cc1ccc(S(=O)(=O)NCCNc2ccc(Br)c(C)c2)cc1	?	-2%	-5%	-10%	13%	.	0.3%	.	-56%
24	CN(C)c1ccc(/C=N/N=C/c2ccccc2O)cc1	-19%	-2%	?	13%	11%	-20%	4.3%	i	3%
25	FC(F)(F)c1ccccc1Nc1nccs1	?	8%	.	27%	0%	-5%	-0.9%	i	4%
26	COc1ccc(/C=C(\C#N)C(=O)OCC(=O)NCc2ccccc2Cl)cc1	7%	1%	0%	-5%	0%	-13%[11.3 µM]	-0.1%	i	19%
27	CC(=O)Oc1ccc(-c2cc3ccccc3oc2=O)cc1	-11%	-2%	17%	3%	-10%	.	5.0%	i	-2%
28	CCc1cc(C(=O)NCC(c2cccs2)N2CCOCC2)sc1C (configuration not stated)	0%	0%	2%	16%	8%	-1%	0.4%	i	0%
29	COc1ccc(CNC(=O)C2CCN(C(=O)c3ccc(-c4ccccc4)cc3)CC2)cc1	-17%	-20%	?	1%	?	0%	4.2%	i	-15%
30	Cc1ccc(S(=O)(=O)CCC(=O)OCCOc2ccc(Br)cc2)cc1	8%	.	.	-17%	.	.	3.1%	.	3%
31	COc1ccc(Cc2nc3ccc(C(=O)N4CCCC4)cc3o2)cc1OC	-15%	-12%	?	7%	-3%	-8%	2.6%	i	-15%
32	CCNc1nc(NCC)nc(Nn2cnnc2)n1	35%[activator]	12%	.	-4%	-3%	-1%	-0.1%	i	1%
33	Cc1cc(C)c(NC(=O)CS(=O)CC(=O)NCC2CCCO2)c(C)c1 (configuration not stated)	-5%	-1%	0%	8%	0%	4%	0.2%	i	8%
34	N#CC1=C(N)NC(SCc2ccccc2)=C(C#N)C12CCCCC2	-15%	-25%	?	-2%	8.2µM*	?	-0.8%	?	-27%
35	CCN(CC)S(=O)(=O)c1ccc(C)c(NC(=S)N2CCN(c3ccccn3)CC2)c1	-3%	4%	?	-2%	-2%	?	0.3%	i	-3%
36	COc1ccc2nc(C)c3c(c2c1)OC(C(C)(Cl)Br)C3 (configuration not stated)	?	2%	?	-18%	0%	?	3.1%	?	-3%
37	Cc1ccc(CSc2oc(-c3ccco3)nc2S(=O)(=O)c2ccc(Cl)cc2)cc1	-6%	1%	7%[9.27 µM]	.	.	-19%	0.7%	i	-3%
38	O=C(Nc1cccnc1)c1cccc(S(=O)(=O)N2CCc3ccccc32)c1	-20%	-3%	?	0%	1%	-15%	3.1%	i	-6%
39	Cc1ccc(/C=N/NC(=O)C2CCN(Cc3ccc(F)cc3Cl)CC2)o1	5%	-2%	-12%	1%	9%	-2%	-0.4%	i	-20%
40	CCOc1cc(C(N)=O)cc(Cl)c1OCc1ccccc1	-20%	?	14%	?	-5%	.	17%	i	-35%

(further entries)
No.	SMILES	TGFb SMAD3 inh	A549 viability	Nrf2 block	EPAC2 antagonist	MCF10A rereplic	ATXN2 expr inh	Nrf2 ARE act	ATXN viability	HepG2 viability
41	O=C1CN(C(=O)CSc2nnc(C3CC3)n2-c2ccccc2)c2ccccc2N1	6%	6%	2%	20%	?	-21%	0.7%	i	10%
42	CCOC(=O)CSc1nc2c(sc3ccc([N+](=O)[O-])cc32)c(=O)n1Cc1ccco1	-4%	0%	-24%	2%	4%	-28%	-0.2%	i	3%
43	COc1ccc(N2C(=O)CC(SCC(=O)O)C2=O)cc1 (configuration not stated)	3%	-6%	6%	4%[57.1 µM]	1%	1%	-0.2%	i	-10%
44	CCn1cc(C(=O)N(C)c2ccc(OC)cc2)c2cc(OC)c(OC)cc2c1=O	-16%	1%	-8%	17%	9%	0%	0.3%	i	-5%
45	Cc1cc(C)c(NC(=O)CN(C)C(=O)CNC(=O)c2cccs2)c(C)c1	8%	1%	9%	5%	7%	-13%	1.7%	i	12%
46	O=C(NCC(=O)N1CCc2ccccc2C1)c1ccc(Cl)cc1Cl	0%	2%	2%	-4%	3%	-13%	-0.3%	i	2%
47	CC1CCc2c(C(=O)Nc3ccc(N4CCOCC4)cc3)csc2C1 (configuration not stated)	-19%	-17%	?	23%	19%	-7%	0.4%	i	-8%
48	CC1CC(C)CN(C(C(=O)NC2CCCCC2)c2cc3ccccc3o2)C1 (configuration not stated)	16µM*	.	.	-10%	.	-32%	5.5%	i	-24%
49	O=c1c2ccccc2nc2c3ccccc3c(NCc3ccccn3)nn12	-2%	-2%	21%	?	?	-16%	3.1%	?	-14%
50	N=c1c2ccccc2nnn1-c1ccccc1[N+](=O)[O-]	-1%	4%	0%	1%	1%	-9%	14µM*	i	-8%
51	CC(C)C(=O)Nc1ccc(S(=O)(=O)Nc2nccc(/C=C/c3ccccc3)n2)cc1	?	-1%	-12%	4%	?	-3%	23%	.	5%
52	Cc1ccc(S(=O)(=O)N2CCCCC2)cc1NC(=O)COC(=O)Cc1ccc(Cl)cc1	-5%	-1%	6%	-12%	1%	-2%	0.1%	i	0%
53	O=[N+]([O-])c1ccc2cc[nH]c2c1	7%	-11%	-5%	20%	0%	2%	-0.6%	i	-1%
54	O=C(N/N=C/c1ccc(O)cc1)/C(=C/c1ccc([N+](=O)[O-])cc1)NC(=O)c1ccccc1	-9%	-5%	13%	10%	0%	0%	-0.1%	i	-15%
55	O=C(Nc1nccs1)[C@@H]1CC=C[C@@H]2CCN(Cc3ccccc3)C(=O)[C@@H]21	?	-9%	2%	10%	14%	6%	0.4%	i	22%&0%
56	OC(CNCC1COc2ccccc2O1)COCc1cccs1 (configuration not stated)	-42%	?	11%	3%	1%	-12%	-0.2%	i	-13%
57	Cc1cc(Br)ccc1NC(=O)C(C)c1ccc([N+](=O)[O-])cc1 (configuration not stated)	-11%	?	-6%	0%[57.1 µM]	15%	.	-0.7%	i	0%

Only part of the results is shown. The share of hits here may be higher or lower than overall.
